Compound activity: PubChem, Broad Institute
S100A4 MyoIIA = inhibitors of S100A4-myosin IIA peptide binding, primary screen, biochemical, fluorescence polarization, TAMRA-MyoIIA peptide | Protein S100-A4 (Homo sapiens), P26447 | inhibition, % at 10.7 µM | actives 0.14% (n = 360,000) | AID 652163, 2013;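 active = mean inhibition of at least 70% across replicates, with every replicate also reaching that level; inconclusive = mean inhibition reaches 70% but some replicates fall short; inactive = mean inhibition below 70%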
Target sequence (P26447 whole entry, looked up): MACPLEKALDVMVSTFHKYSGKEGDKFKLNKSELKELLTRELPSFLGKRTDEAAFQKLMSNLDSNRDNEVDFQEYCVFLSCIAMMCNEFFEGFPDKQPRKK
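Material: human S100A4 monomer with TAMRA-labelled myosin IIA peptide; buffer or medium: HEPES pH 7.2 with CaCl2, KCl, NaCl, DTT, Triton; compound dosing: one concentration per compound; schedule: 5 min incubation before reading; benchmarks: neutral control DMSO, positive control TFP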
PGC1a acetyl inh = inhibitors of PGC1a acetylation signal, primary screen, cell-based, U2OS, AlphaScreen, inhibitor mode | AID 651687, 2012 | actives 0.17% (n = 350,000) | inhibition, % at 15.6 µM | AlphaScreen anti-acetyl-lysine; with virally co-expressed GCN5 acetyltransferase;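 active = every replicate shows inhibition of at least 40%; inconclusive = mean inhibition at least 40% but some replicate below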;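 also: 0% = neutral control wells and 100% = positive control wells; some results beyond the cut were filed as inactive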
FN deposit inh = inhibitors of fibronectin matrix deposition, primary screen, AH1F cells, Alexa488-fibronectin fluorescence, plate reader; AH1F fibroblasts, overnight; inhibition, % at 12.6 µM; actives 0.086% (n = 350,000);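 active = mean inhibition across replicates of 30% or more, regardless of how many single replicates reach that level; inconclusive = mean under 30% yet at least half of replicates reach 30%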;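 also: positive control wells lacked labelled fibronectin entirely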
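material = AH1F fibroblast monolayer depositing Alexa488-labelled fibronectin into matrix | amount = 10000 AH1F cells/well | buffer or medium = DMEM plus 2% serum, read in PBS | incubation = 1 h cell adhesion before compound, then overnight fibronectin incubation | detection = fluorescence at 485 nm excitation, 525 nm emission | evaluation = percent inhibition as loss of matrix-bound fibronectin fluorescence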
PAX8 inh HTS = inhibitors of PAX8-driven TPO luciferase reporter, primary screen, RMG-I cells, single concentration | SteadyGlo, 24 h | inhibition, % at 12.6 µM | actives 1.2% (n = 360,000);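 active = mean replicate inhibition at least 60% with every replicate also reaching 60%; inconclusive = only one of the two criteria is met; inactive = mean below 60% and not all replicates reaching 60%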;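 also: luciferase light reporting Pax8 driven TPO promoter activity; plate controls were median of neutral control wells for no effect and mitoxantrone controls for full effect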
PglD inh = C. jejuni PglD acetyltransferase inhibitors, primary screen, biochemical, DTNB colorimetric, single point | UDP-N-acetylbacillosamine N-acetyltransferase PglD (Campylobacter jejuni) | purified PglD enzyme, DTNB colorimetric CoA detection | inhibition, % at 12.5 µM | actives 0.098% (n = 360,000) | AID 602405, 2012; in the data active = inhibition above about 16%, passing the limit was not always enough; inconclusive = no clear call, values can overlap the other calls; also: strong numbers were not always called active
EWS-Fli inh = EWS/Fli-driven NR0B1 reporter inhibitors, primary screen, A673 cells, NR0B1 luciferase, luminescence, MLPCN library; inhibition, % at 12.6 µM; actives 0.67% (n = 350,000); AID 651661, 2012; viability-normalised;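 active = mean inhibition of at least 50% after viability correction, with every replicate also passing that limit; inconclusive = mean reaches 50% but only one of two replicates passes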;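 also: firefly luciferase signal divided by Alamar Blue viability fluorescence both relative to DMSO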
ERAP1 inh = human ERAP1 aminopeptidase inhibitors, primary screen, biochemical, single point, plate reader. recombinant ERAP1, Leu-AMC fluorescence, 60 min. inhibition, % at 10.7 µM. actives 0.15% (n = 340,000);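 active = mean replicate inhibition of at least 30%, or all replicates individually reaching that 30% level; inactive = mean below 30% and not every replicate reaching it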;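 also: 0% = neutral control wells and 100% = L-leucinethiol positive control wells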
Target sequence (Q9NZ08 whole entry, looked up): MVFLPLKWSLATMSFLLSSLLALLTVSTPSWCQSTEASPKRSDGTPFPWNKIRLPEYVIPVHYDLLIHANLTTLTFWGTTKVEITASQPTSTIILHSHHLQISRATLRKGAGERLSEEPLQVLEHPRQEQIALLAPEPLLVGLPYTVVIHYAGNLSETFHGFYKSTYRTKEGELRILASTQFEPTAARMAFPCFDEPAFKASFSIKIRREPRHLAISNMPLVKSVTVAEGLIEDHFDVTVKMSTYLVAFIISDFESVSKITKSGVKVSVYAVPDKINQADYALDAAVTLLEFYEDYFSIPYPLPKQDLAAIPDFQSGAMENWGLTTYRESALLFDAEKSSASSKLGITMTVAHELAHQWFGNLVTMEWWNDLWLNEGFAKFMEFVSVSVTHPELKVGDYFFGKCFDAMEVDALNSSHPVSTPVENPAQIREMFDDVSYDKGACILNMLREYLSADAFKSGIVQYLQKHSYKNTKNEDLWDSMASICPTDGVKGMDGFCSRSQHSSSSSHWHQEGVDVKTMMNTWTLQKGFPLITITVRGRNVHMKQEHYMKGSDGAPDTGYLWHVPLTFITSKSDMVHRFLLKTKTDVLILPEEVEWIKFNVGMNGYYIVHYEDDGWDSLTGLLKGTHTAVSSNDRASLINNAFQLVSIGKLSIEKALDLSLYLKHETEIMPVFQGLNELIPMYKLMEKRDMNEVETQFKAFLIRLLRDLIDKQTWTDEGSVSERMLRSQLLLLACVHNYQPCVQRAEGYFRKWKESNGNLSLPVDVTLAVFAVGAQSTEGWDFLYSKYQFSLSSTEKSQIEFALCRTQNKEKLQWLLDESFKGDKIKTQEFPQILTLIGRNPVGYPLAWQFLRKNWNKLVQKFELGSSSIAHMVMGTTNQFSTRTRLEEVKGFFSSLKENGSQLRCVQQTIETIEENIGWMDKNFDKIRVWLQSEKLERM
LGR2 antag = inhibitors of bursicon-induced LGR2 CRE-luciferase signal, primary screen, cell-based, HEK293, CRE-luciferase reporter, bursicon stimulation. Drosophila bursicon receptor LGR2 (rickets). bursicon-stimulated, 4 h. inhibition, % at 9.99 µM. actives 0.35% (n = 380,000). AID 720647, 2013;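 active = drop in luminescence signal, shown as inhibition above about 50% in the replicate tests, limit read from the data, passing the limit was not always enough; inconclusive = probably only some replicates passing the limit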;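 also: agonist challenge used bursicon conditioned medium at about half maximal strength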
Numbers without * were called inactive; u = inconclusive; x = no result given.

SMILES	S100A4 MyoIIA	PGC1a acetyl inh	FN deposit inh	PAX8 inh HTS	PglD inh	EWS-Fli inh	ERAP1 inh	LGR2 antag
CCOc1[nH]n(-c2ccccc2)c(=O)c1C=Nc1ccc(F)cc1F	-5	x	-15	8	-1	-5	7	13
Cc1ccc(CNC(=O)c2ccccc2-n2cnnn2)cc1	2	11	-2	-12	x	-4	-2	4
Cn1c(=O)[nH]c(=O)c2c1nc(CN1CCN(c3cccc(Cl)c3)CC1)n2CCc1ccccc1	5	10	x	x	-11	x	-3	10
O=C1Cc2cc(O)ccc2O1	0	14	-5	10	0	11	-3	0
COc1cccc(-c2cc(C(=O)NCC3CCCO3)on2)c1 (stereo unspecified)	-6	0	-3	-124	-3	x	0	-5
CC[n+]1c(/C=C/C=C/N(C(C)=O)c2ccccc2)sc2cc(OC)ccc21	199*	x	-17	41	x	44	12	x
CCC(=O)NC[C@H]1[C@H](c2ccc(-c3ccccc3)cc2)[C@H](CO)N1C(=O)C1CC1	13	5	x	11	4	-6	-3	5
CC(C)NC(=O)Nc1ccc2c(c1)C(=O)N([C@H](C)CO)C[C@@H](C)[C@@H](CN(C)S(=O)(=O)c1cn(C)cn1)OCCCC[C@H](C)O2	-6	11	2	-3	-1	-1	-1	4
O=C(NCCCNC(=O)c1ccccc1)c1ccccc1	-2	6	-4	3	0	5	x	x
O=C(Nc1ccc2c(c1)OCCO2)c1cnc2n(c1=O)CCS2	7	-1	-4	-239	-2	-69	-2	18
COc1ccccc1NC(=O)Nc1ccc2c(c1)C(=O)N(C)C[C@@H](OC)[C@H](C)CN(C)[C@H](C)CO2	-2	-16	9	2	-1	-1	x	8
COc1cc2c(cc1OC)C(C)N(C(=O)/C=C/c1cc(OC)c(OC)c(OC)c1)CC2 (stereo unspecified)	-1	-8	2	10	0	3	1	-8
CC(=O)Nc1cncc(-c2cccc(C(=O)NCCN(C)C)c2)n1	-3	-17	7	-5	-1	5	1	-6
CSc1nsc(SCC(=O)Nc2ccccc2C(N)=O)n1	-2	x	-12	-7	2	-24	2	-10
C[C@@H]1CN([C@H](C)CO)C(=O)Cc2cc(N(C)C)ccc2O[C@@H]1CN(C)C(=O)Nc1ccccc1	9	-9	x	-14	-2	-4	-3	12
Cc1[nH]c(=O)c(C#N)c(C)c1CCC(=O)NCc1ccc(Cl)cc1	61	-6	0	-1	0	-1	2	2
O=C(C[C@H]1CC[C@H]2[C@@H](COC[C@@H](O)CN2CCc2ccccc2)O1)NCc1ccc(F)cc1	2	1	2	0	3	1	2	-8
Cc1ccc(S(=O)(=O)N(C)C[C@@H]2Oc3ccc(NS(=O)(=O)c4ccc(Cl)cc4)cc3C(=O)N([C@@H](C)CO)C[C@@H]2C)cc1	9	6	x	x	x	0	-8	9
CC(=O)c1ccc(N(C(=O)c2ccco2)C(C(=O)NC2CCCC2)c2cccs2)cc1 (stereo unspecified)	-1	x	15	-9	3	-8	1	-8
C/C(=N\NC(=O)c1ccccc1F)c1cccc(NC(=O)c2ccccc2)c1	-2	x	-7	-33	-3	-32	1	-22
COC(=O)C[C@@H]1CC[C@@H]2[C@H](COc3ccc(NS(=O)(=O)c4cccc(F)c4)cc3C(=O)N2C)O1	13	-5	-6	5	10	5	2	1
COCCCC1CCN(C(=O)C2CCC(=O)N(C3CCCC3)C2)CC1 (stereo unspecified)	1	9	-3	-7	-3	-11	-3	3
COC(=O)c1ccc(CS(=O)(=O)c2ccccc2C)o1	-3	0	x	x	-4	x	-9	-6
CNC(=O)N(C1=NCC(C)(C)S1)c1ccc(F)c(Cl)c1	-1	-5	-2	19	2	16	1	x
CCc1ccccc1NC(=O)CCc1nc(-c2cccs2)no1	-8	-6	3	7	x	-19	2	0
Continued.
SMILES	S100A4 MyoIIA	PGC1a acetyl inh	FN deposit inh	PAX8 inh HTS	PglD inh	EWS-Fli inh	ERAP1 inh	LGR2 antag
COc1ccc(NC(=O)N[C@H]2CC[C@H](CCn3cc(C4(O)CCCC4)nn3)O[C@H]2CO)cc1	4	2	12	6	0	6	4	1
COCCNc1nc(Oc2cncc(Cl)c2)c2sccc2n1	-1	37	14	-6	4	-4	0	8
COc1ccccc1NC(=O)CC12CC3CC(CC(Br)(C3)C1)C2	2	x	-5	2	2	-3	1	-1
Cc1ccc(CC(=O)N2CCN(c3ccccn3)CC2)cc1	x	-9	-6	4	3	x	x	x
Cc1ccccc1NC(=O)Cc1nc(COC(=O)C(C)C)cs1	-9	-4	x	4	1	x	-2	-4
CN(C)c1ncnc2c1ncn2[C@H]1CN(Cc2cccnc2)C[C@@H](CO)O1	-5	x	-7	-22	9	9	-1	-3
Cc1cc(C(=O)Nc2cccc3c2O[C@H](CN(C)Cc2ccc4c(c2)OCO4)[C@@H](C)CN([C@H](C)CO)C3=O)n(C)n1	0	4	x	29	1	-1	0	-7
CCOC(=O)N1CCN(C(=O)c2ccc(CSc3ccc(Cl)cc3)cc2)CC1	0	-7	-1	27	x	14	0	22
O=C(NCc1cccs1)C1CCN(S(=O)(=O)c2cccc([N+](=O)[O-])c2)CC1	-2	x	-11	19	-4	5	-3	-2
CCCNC(=O)N1[C@@H](CO)[C@@H](c2ccc(-c3ccccc3)cc2)[C@@H]1CNC(C)=O	x	7	-7	11	4	11	x	-4
Cc1noc(C)c1S(=O)(=O)Nc1ccc2c(c1)C(=O)N([C@H](C)CO)C[C@@H](C)[C@@H](CN(C)S(=O)(=O)c1cccs1)O2	-9	4	x	19	0	-1	-1	-2
Cc1ccccc1OCC(=O)NNC(=O)Cn1[nH]c(=O)c2ccccc2c1=O	-9	18	-7	x	-8	-3	0	4
COc1ccc(-c2ccc3oc(-c4ccsc4)cc(=O)c3c2)cn1	1	4	-2	-169	-3	-95	-2	-24
CC(=O)Nc1ccc(-c2c(C)cc3oc(=O)cc(-c4ccccc4)c3c2C)cc1	0	12	1	6	-3	-88	x	-13
O=C1CC(SCCO)C(=O)N1c1ccc(Oc2ccccc2)cc1 (stereo unspecified)	-13	-3	x	x	-4	-10	-2	18
COc1ccccc1C(=O)NCC(=O)NCCSc1ccc(Br)cc1	1	7	1	-4	-3	-4	-2	6
Cc1ccc(C2SCC(=O)N2Cc2ccccc2)cc1 (stereo unspecified)	-3	-15	-5	-8	-2	11	0	-6
C=CCNC(=O)/C(=C\c1ccc(OC)cc1)NC(=O)c1ccc([N+](=O)[O-])cc1	-6	2	7	0	x	1	1	-13
CCc1cccc(C)c1NC(=O)CN(C)Cc1cccc(F)c1	4	1	-7	-18	-1	13	1	14
O=C(CSc1ncnc2ccccc12)c1cccs1	2	x	x	-61	x	-73	4	-108
Cc1ccc(C(=O)CCNc2ccc(F)c(Cl)c2)o1	x	-12	-6	28	-4	x	x	x
COc1ccc(C2CC(=O)N(C)c3ccccc3S2)cc1 (stereo unspecified)	0	u	-1	-20	6	-40	-2	x
C[C@H]1CN([C@@H](C)CO)C(=O)Cc2cc(NS(=O)(=O)c3cccs3)ccc2O[C@H]1CN(C)S(=O)(=O)c1ccc(F)cc1	13	3	3	x	x	-17	-8	10
CCC(=O)Nc1ccc(Cl)c(NC(=O)c2ccccc2OC)c1	-7	x	-6	-10	x	1	-2	4
O=C(CCSCc1ccccc1F)NCCc1ccccc1	-4	x	x	-15	-1	-2	5	2

Taken from above.
`CN(C)c1ncnc2c1ncn2[C@H]1CN(Cc2cccnc2)C[C@@H](CO)O1` | EWS-Fli inh: 9
`CCOC(=O)N1CCN(C(=O)c2ccc(CSc3ccc(Cl)cc3)cc2)CC1` | PGC1a acetyl inh: -7

3 entries out of the list above, ordered by the number in ERAP1 inh, falling:
molecule	ERAP1 inh
COc1ccccc1NC(=O)CC12CC3CC(CC(Br)(C3)C1)C2	1
Cc1cc(C(=O)Nc2cccc3c2O[C@H](CN(C)Cc2ccc4c(c2)OCO4)[C@@H](C)CN([C@H](C)CO)C3=O)n(C)n1	0
COc1ccccc1C(=O)NCC(=O)NCCSc1ccc(Br)cc1	-2

Continued:
SMILES	S100A4 MyoIIA	PGC1a acetyl inh	FN deposit inh	PAX8 inh HTS	PglD inh	EWS-Fli inh	ERAP1 inh	LGR2 antag
CCCCCOc1ccc2oc(=O)c3c(c2c1)CCCN3C(=O)CN1CCCC(C(=O)OCC)C1 (stereo unspecified)	x	-7	2	15	-7	x	x	x
CCn1c(/C=C/Nc2ccccc2)[n+](CC)c2cc(Cl)c(Cl)cc21	21	-8	-3	32	5	69*	16	16
C[C@@H]1CN([C@H](C)CO)C(=O)c2cc(NC(=O)C3CC3)ccc2O[C@@H]1CN(C)Cc1ccc(Oc2ccccc2)cc1	-14	-5	x	22	0	0	-4	13
CC(=O)c1cccc(Nc2ccc(Br)cc2)c1	0	9	8	-273	10	-107	7	-49
O=C(C[C@@H]1CC[C@@H](NS(=O)(=O)c2cccc(F)c2)[C@@H](CO)O1)NCc1ccc2c(c1)OCO2	7	-7	3	9	-5	-31	2	21
COc1ccccc1NC(=O)c1cnc2c(-c3ccccc3)c(C)nn2c1C	-1	x	6	7	x	-2	7	-11
COc1ccc(OC)c(-c2csc(NC(=O)C3=NNC(=O)CC3)n2)c1	-8	18	2	31	3	-6	0	16
COc1ccc(C(=O)N2[C@@H](C(C)C)COc3cc(Br)ccc3S2(=O)=O)cc1	-2	x	-4	65*	-1	-1	-1	19
COC(=O)C1=C(CS(=O)(=O)c2ccc(Cl)cc2)NC(=O)NC1c1ccc(O)c(OC)c1 (stereo unspecified)	3	1	-13	1	-2	x	-2	12
CN1CCN(C(=O)C[C@H]2CC[C@@H]3[C@@H](COc4ccc(NC(=O)c5ccc(F)c(F)c5)cc4C(=O)N3C)O2)CC1	-14	1	-7	8	2	-8	1	18
CCOc1cc2[nH]c(=S)n(Cc3ccc(C(=O)O)cc3)c(=O)c2cc1OCC	-2	x	8	3	-3	2	1	1
COc1ccccc1OCC(=O)NC1CCCc2ccccc21 (stereo unspecified)	-2	-17	1	3	-2	5	-5	4
O=C(CSc1nc2[nH]ncc2c(=O)[nH]1)Nc1cc(C(F)(F)F)ccc1Cl	4	x	2	-6	-1	7	-3	-13
CC1CCN(Cc2cc(=O)oc3ccc(C(C)C)cc23)CC1	-1	4	-7	-1	-9	7	3	6
O=C(CCNC(=O)C1CCN(S(=O)(=O)c2ccc(F)cc2)CC1)NCc1ccccc1	-3	3	-3	-4	-2	x	0	-2
O=C(Cc1ccccc1)NCC(=O)N1CCC1	-2	x	1	-7	3	0	-5	-8
CNc1nc(Sc2ccccc2)cc(C(F)(F)F)n1	-7	x	-1	-20	5	x	2	-19
CCOC(=O)c1ccccc1-c1cn2cc(Cl)ccc2n1	-11	2	-9	-14	0	-17	1	1
CCCCOc1ccc(NC(=O)[C@@H]2CCCN2C(=O)C2CCN(S(=O)(=O)c3ccc(C)cc3)CC2)cc1	-3	x	-1	-4	x	0	2	-3

An unsorted share of the library; 2.1% or so of the library scored in one or more.
